Compound activity from PubChem BioAssay.
PfHsp40 yeast – rescue of yeast from PfHsp40 toxicity, primary screen, S. cerevisiae, ATP luminescence | S. cerevisiae expressing PfHsp40, growth rescue | 340,000 compounds, 0.68% hits | growth rescue, % at 12.5 µM; in the data active = growth rescue above about 28%, passing the limit was not always enough; inconclusive = no clear call, values can overlap the other calls;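 note: yeast W303a lacking pdr1 and pdr3 grown in galactose medium; growth measured after three days at 30 °C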
DUSP3 inh – VHR1 phosphatase inhibitors, primary screen, biochemical, absorbance, uHTS. Dual specificity protein phosphatase 3 (Homo sapiens), P51452. recombinant VHR phosphatase, pNPP absorbance. inhibition, % at 13.3 µM. 290,000 compounds, 0.52% hits; in the data active = inhibition above about 50%; note: some compounds called inactive have numbers as strong as hits
MazEF act – activators of E. coli MazEF toxin-antitoxin RNase, primary screen, biochemical, fluorescence, uHTS; FAM/BHQ RNA-DNA oligo cleavage fluorescence, 5 h; activation, % at 20 µM; 350,000 compounds, 0.32% hits; in the data active = activation above about 50%
Target sequence (P0AE70 whole entry, looked up): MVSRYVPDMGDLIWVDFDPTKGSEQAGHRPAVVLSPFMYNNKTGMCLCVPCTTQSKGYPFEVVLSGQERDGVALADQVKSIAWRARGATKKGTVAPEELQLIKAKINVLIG
BH1578 lux ind – inducers of Vibrio cholerae quorum light production without autoinducers, primary screen, BH1578 luxS cqsA deficient, single point | V. cholerae BH1578 lux reporter, luminescence, 6 h | activation, % at 18.7 µM | 350,000 compounds, 0.16% hits | AID 588436, 2011; in the data active = activation mostly above about 9.7%, no sharp cut-off; inconclusive = no clear call, values can overlap the other calls; inactive = mostly below about 3.7%; note: not every result past the cut was called active; inactives centre near 0; reference of the scale not given here
Anthrax LF prot – Bacillus anthracis LF protease inhibitors, primary screen, biochemical, multiplex microsphere, MLPCN library; Lethal factor (Bacillus anthracis), P15917; multiplex microsphere protease cleavage assay; inhibition, % at 10 µM; 360,000 compounds, 0.12% hits; in the data active = inhibition above about 30%; inconclusive = no clear call, values can overlap the other calls; note: plate controls were buffer without enzyme for full effect and enzyme alone for no effect
Target sequence (P15917 whole entry, looked up): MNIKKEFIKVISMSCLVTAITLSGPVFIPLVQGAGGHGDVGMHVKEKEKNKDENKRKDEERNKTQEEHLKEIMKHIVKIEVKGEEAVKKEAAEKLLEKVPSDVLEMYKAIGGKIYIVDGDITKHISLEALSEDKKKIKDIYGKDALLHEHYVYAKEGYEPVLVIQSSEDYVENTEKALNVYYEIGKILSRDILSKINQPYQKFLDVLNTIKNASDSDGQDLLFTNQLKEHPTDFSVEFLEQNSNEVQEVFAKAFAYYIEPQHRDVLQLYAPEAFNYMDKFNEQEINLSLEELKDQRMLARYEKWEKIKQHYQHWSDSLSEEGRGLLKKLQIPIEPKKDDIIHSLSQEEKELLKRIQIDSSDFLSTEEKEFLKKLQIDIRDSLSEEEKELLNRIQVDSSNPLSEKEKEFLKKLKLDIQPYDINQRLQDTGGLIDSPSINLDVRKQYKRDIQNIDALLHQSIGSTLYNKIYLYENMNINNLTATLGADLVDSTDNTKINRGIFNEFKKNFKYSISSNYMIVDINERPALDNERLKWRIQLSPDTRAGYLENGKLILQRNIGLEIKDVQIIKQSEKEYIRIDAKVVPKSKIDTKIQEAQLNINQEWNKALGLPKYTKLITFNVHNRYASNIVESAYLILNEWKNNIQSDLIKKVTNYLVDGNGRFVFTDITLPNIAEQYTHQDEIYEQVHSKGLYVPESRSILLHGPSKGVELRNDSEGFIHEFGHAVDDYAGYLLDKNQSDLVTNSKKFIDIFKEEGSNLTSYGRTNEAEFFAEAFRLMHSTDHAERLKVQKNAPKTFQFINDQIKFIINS
Y pestis TopoI – Yersinia pestis topoisomerase I inhibitors, primary screen, biochemical, cleavage product accumulation, plate reader, single point | Y. pestis Topo-I cleavage product accumulation | activity, % at 10 µM | 360,000 compounds, 0.064% hits | DNA topoisomerase I (Yersinia pestis CO92); in the data active = activity above about 50%, passing the limit was not always enough; inconclusive = no clear call, values can overlap the other calls; note: inactives centre near 2
Rv3671c protease – Rv3671c serine protease inhibitors, primary screen, biochemical, fluorescence polarization, M. tuberculosis H37Rv; 320,000 compounds, 0.048% hits; inhibition, % at 5.96 µM; in the data active = inhibition above about 38%;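 note: extracellular domain of Rv3671c used as enzyme; 0% = enzyme with DMSO and 100% = no enzyme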
3CLpro inhibitor – SARS-CoV 3CLpro protease inhibitors, primary screen, biochemical, quenched FRET. Replicase polyprotein 1ab (Severe acute respiratory syndrome coronavirus), P0C6X7. recombinant SARS-CoV 3CLpro, quenched FRET peptide cleavage. inhibition, % at 6 µM. 290,000 compounds, 0.14% hits. AID 1706, 2009; in the data active = inhibition above about 12%
TcdB inh – TcdB glycohydrolase inhibitors, primary screen, biochemical, single point, plate reader | 350,000 compounds, 0.24% hits | inhibition, % at 9.99 µM | TcdB glycohydrolase enzymatic assay | Toxin B (Clostridioides difficile), P18177; in the data active = inhibition above about 10%
PriA SSB inh – inhibitors of Klebsiella pneumoniae PriA binding to SSB C-terminal tail, primary screen, biochemical, AlphaScreen; AlphaScreen SSBct-PriA binding, biotinylated peptide; inhibition, % at 33 µM; 430,000 compounds, 0.6% hits; AID 1272365, 2023; in the data active = inhibition mostly above about 37%, no sharp cut-off; inactive = mostly below about 20%;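 note: plate controls were negative control peptide for no effect and reference peptide for full effect; strong numbers were not always called active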
Active calls of the source: *; i = inactive; ? = inconclusive; . = no result given; & = joins results of further samples. These rows are one share of the data, so the mix of outcomes need not match the whole.

Structure,PfHsp40 yeast,DUSP3 inh,MazEF act,BH1578 lux ind,Anthrax LF prot,Y pestis TopoI,Rv3671c protease,3CLpro inhibitor,TcdB inh,PriA SSB inh
Nc1ccccc1SCc1cc([N+](=O)[O-])cc2c1OCOC2,-0.8,37,3,i,-9,-4,-4,3,.,21
CCN(CC)CCn1c(NCc2cccc(OC)c2OC)nc2ccccc21,2.4,26,-1,-1.0,0,-6,4,1,.,-1
CC(=O)/C(N=Nc1ccc2c(c1)OCCO2)=C(\C)O,0.4,-11,-3,0.0,-6,-13,-3,-6,1.0,.
CCCSc1nc(C)c(-c2csc(C(C#N)=C3CCCC3)n2)cc1C#N,-0.2,14,-7,-13,-3,-2,0,-1,.,-15&-33
Cc1ccc(NC(=O)CCC(=O)NNC(=O)NC23CC4CC(CC(C4)C2)C3)cc1C,-0.1,11,-5,-1.9,-4,30,-3,0,0.3,-18
CCc1ccc(N2CC(C(=O)Nc3cccc(C(=O)NC4CC4)c3)CC2=O)cc1 (stereo not given),-1.7,.,-40,-0.5,-1,23,-19,.,1.0,0
Cc1ccccc1COc1ccc(-c2nn[nH]n2)cc1,-2.3,-12,3,-0.4,4,-1,-7,-1,-2.8,-3
Cc1ccc2c(c1)N(CC(=O)NCC1CCCO1)C(=O)C(C)O2 (stereo not given),0.3,19,3,0.5,3,-9,2,-1,.,-12
Cc1c(Cl)cccc1-n1nnnc1-c1cccs1,0.3,-29,7,0.7,6,0,3,1,.,-6
C/C(=N/N1CCN(Cc2cccc3ccccc23)CC1)c1ccco1,0.2,-3,5,-0.4,-16,-6,-3,1,-1.4,.
Cc1nnc(NC(=O)c2c(F)cccc2F)s1,-0.6,32,4,-0.2,-4,2,8,3,2.6,-18&0
C=CCn1cc(F)c(=O)n(CC=C)c1=O,-0.3,12,5,i,4,-3,2,3,0.8,-14
O[C@H]1CN(CC2CCCCC2)[C@@H](c2ccccc2)C[C@@H]1n1cc(C2CC2)nn1,.,.,5,-0.2,0,33,.,.,2.5,.
Cc1cccc(OCC(=O)N=Nc2c(O)[nH]c3ccc([N+](=O)[O-])cc23)c1,.,-7,1,.,.,.,-10,0,-1.7,3
COc1cccc(OC)c1-c1cnc(NC(C)=O)cn1,.,.,.,0.9,-2,4,.,.,0.8,.
CCc1sc(C(=O)NNC(=O)c2cncc(Br)c2)cc1C,1.4,.,-2,-0.4,-1,0,-4,.,0.7,-6
O=C(NCCO[N+](=O)[O-])c1cccnc1,-2.1,30,9,-0.1,1,-4,-9,0,0.9,-10
O=C(CCN1C(=O)c2ccccc2C1=O)Nc1sc2c(c1C(=O)NCc1ccco1)CCCC2,0.6,11,3,i,-10,35,-24,-4,.,-3
Cc1cc(C(=O)CSc2cccc[n+]2[O-])c(C)n1-c1ccccc1,-0.2,1,-8,-0.6,-4,6,2,-4,1.7,3
O=C(NCCc1cccc(Cl)c1)c1cccc([N+](=O)[O-])c1,1.4,7,2,-0.3,-2,0,-4,-1,.,-4
CCOc1ccc(NC(=O)CCC(=O)c2ccc(OC)cc2)cc1,0.2,38,2,i,.,-7,5,1,-0.2,-16
CCCCN(CC)Cc1ccc(CNC(=O)Nc2ccc(F)cc2)o1,-0.6,20,-5,i,-2,-4,-7,0,.,0
COC(=O)C1=C(c2ccc(OC(F)(F)F)cc2)C[C@@H]2CC[C@H]1N2C(=O)NCCc1ccccc1,6.7,.,-1,i,-3,36,-20,.,1.2,-23
COC(=O)C1=C(C)N(c2cccc(C)c2)C(=O)/C1=C\c1cccs1,0.2,31,18,-0.6,-7,-2,0,1,.,13
CCCCCCOc1ccc(N2C(=O)CC(SCCN)C2=O)cc1 (stereo not given),0.3,26,3,0.4,-15,18,2,-1,-0.2,9
Cc1ccc(NC(=O)C2CC(=O)Nc3ncnn32)cc1Cl (stereo not given),0.6,-19,-5,-0.9,-3,-2,5,0,0.8,-9
Cc1ccc2nc(-c3ccccn3)cc(C(=O)N3CCN(c4ncccn4)CC3)c2c1,-0.7,-5,11,-0.6,0,-4,9,-1,.,4
c1ccc(Cc2noc(CN3CCCN(C4Cc5ccccc5C4)CC3)n2)cc1,1.4,16,1,-0.3,-10,16,-4,4,0.2,-14
O=C(COC(=O)c1cnccn1)Nc1cc(S(=O)(=O)N2CCOCC2)ccc1Cl,0.4,.,14,i,-6,2,-10,.,1.2,5
CCOC(=O)c1cc2oc(C)cc2n1CC(=O)OC1CCCCC1,2.1,2,-9,2.5,-6,1,0,5,1.6,-7
CCOc1ccc(NC(=O)CN(C)C(=O)C2CCN(C(=O)c3ccc(Cl)cc3)CC2)cc1OCC,-0.5,.,4,-0.4,-2,8,-3,.,2.2,4
CC(C(=O)NC(=O)NC1CCCCC1)N1CCN(c2ccccn2)CC1 (stereo not given),0.4,7,0,-0.6,-8,16,-5,0,.,-2
COc1ccc(OCCOC(=O)CNC(=O)c2cccc(C)c2)cc1,0.0,.,5,i,?,3,12,.,-0.9,3
Cc1ccnc(NC(=O)c2ccc(NC(=O)CC3SC(N4CCCC4)=NC3=O)cc2)c1 (stereo not given),-0.7,.,6,-0.7,-6,16,4,.,0.9,-10
O=C(C1CCCCC1)N1CCC(CO)(Cc2ccccc2Cl)CC1,1.3,22,1,-0.2,0,20,-6,2,1.0,1
O=C(COC(=O)/C=C/C(=O)N1CCN(c2ccccc2)CC1)NCc1ccc(F)cc1,0.2,12,5,-0.2,-1,4,7,0,0.8,0
CCOC(=O)Cn1nc(NC(=O)c2ccc3c(c2)OCO3)cc1C,-0.9,-7,-6,-0.4,-2,-1,-10,0,1.9,-12
O=C(CSc1nc2ccc([N+](=O)[O-])cc2[nH]1)c1ccc2ccccc2c1,-1.0,9,9,0.9,-4,10,-57,-1,.,-7
CCC(C)Sc1nnc(CNC(=O)C23CC4CC(CC(C4)C2)C3)n1C1CCCCC1 (stereo not given),2.6,8,-1,0.8,0,4,5,0,.,2
CCOC(=O)c1c(C)[nH]c(O)c1C=Nc1ccccc1,0.9,23,7,0.4,-4,5,-5,0,.,-1

Overlap with the part before: two entries, followed by the next part.
Structure,PfHsp40 yeast,DUSP3 inh,MazEF act,BH1578 lux ind,Anthrax LF prot,Y pestis TopoI,Rv3671c protease,3CLpro inhibitor,TcdB inh,PriA SSB inh
CCC(C)Sc1nnc(CNC(=O)C23CC4CC(CC(C4)C2)C3)n1C1CCCCC1 (stereo not given),2.6,8,-1,0.8,0,4,5,0,.,2
CCOC(=O)c1c(C)[nH]c(O)c1C=Nc1ccccc1,0.9,23,7,0.4,-4,5,-5,0,.,-1
Cc1cc(C(=O)c2ccccc2)nc2ccccc12,0.4,29,1,i,1,-9,-5,5,.,-9
COc1ccc2c(COC(=O)CCS(=O)(=O)c3ccc(C)cc3)cc(=O)oc2c1,1.1,.,-16,2.3,2,6,2,.,0.7,9
Cc1ccnc(Nc2nc(-c3ccccc3)cs2)c1,-1.3,-28,-3,1.2,-6,-15,-4,1,0.7,3
Cc1cccc(C)c1OCCCCN1CCCCC1,-1.8,14,4,-0.8,6,4,5,0,0.7,-15
OCC[C@H]1C[C@@H](O)[C@H](O)[C@@]2(CCCO2)O1,0.2,.,7,i,-1,-6,-2,.,1.3,-10
CC(=O)c1cccc(NC(=O)COC(=O)CCc2ccc(S(=O)(=O)N3CCOCC3)cc2)c1,0.2,33,-16,-0.4,3,-1,-8,1,-1.1,-3
CC(=O)Nc1cc(NC(C)=O)cc(C(=O)OCC(=O)c2ccc3c(c2)NC(=O)CO3)c1,0.9,.,8,i,-5,-6,-6,.,1.2,-12
Cc1ccc(C(C)C)cc1OCC(=O)NC1CCCCCCC1,0.8,.,-2,i,.,7,-1,.,0.2,-5
Cc1ccnc(N2C(=O)c3ccccc3C2Nc2ccc3c(c2)OCCO3)c1 (stereo not given),-1.1,17,14,0.4,8,9,3,3,1.7,-5
O=C(C1CCCN(Cc2ccccc2F)C1)N1CCCC1 (stereo not given),-0.3,18,-23,-0.5,-8,8,-1,0,0.2,-10
COc1ccc(Cc2nc3ccccc3n2CC(=O)N/N=C/c2ccc(O)cc2)cc1OC,0.2,-8,4,-0.5,-1,4,-7,-2,3.3,.
CCOc1cccc(C(=O)Nc2cccc(NC(=O)c3ccco3)c2)c1,0.7,8,-1,i,-5,-5,-4,8,0.3,-10
CCc1ccccc1NC(=O)Nc1cccs1,0.6,4,7,-0.1,0,-11,-8,4,1.0,10
COc1ccc(CCNC(=O)COc2ccc(-c3ccc(C)cc3)cc2)cc1OC,0.1,29,5,-0.8,0,38,0,3,1.5,-19
CCSc1nnc(NC(=O)CSc2nc(C)cc(C)n2)s1,-1.4,27,8,i,-1,-6,0,-1,.,-4
O=C(CCC1CCCC1)Nc1ccccc1-c1ccccc1,2.8,1,0,-0.1,2,18,0,1,.,-17
O=C(c1cc(-c2ccncc2)nc2ccccc12)N1CCOCC1,-1.4,.,1,-0.6,-5,3,.,.,3.9,-3
Cc1ccc(/C=N/NC(=O)Cc2cccs2)o1,0.4,1,5,-0.1,-4,1,5,6,2.2,.
Cc1cc(=O)oc2cc(OC(C)C(=O)N3CCCc4ccccc43)ccc12 (stereo not given),-0.6,0,-1,0.6,-1,1,-10,-2,.,-17
